From PubChem
Hsp70 inhibitors: Hsp70 inhibitors, probe displacement, primary screen, biochemical, fluorescence polarization (AID 583). Hsp70 fluorescence polarization probe displacement, mP; higher % means a stronger effect. one-dose displacement, % at 20 µM; IC50 in µM for titrated hits. 0.06% of 140,000 active; in the data active = displacement above about 50%;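 also: plate controls were vehicle for no effect and reference ligand for full effect; a part of the inactive calls stands beside numbers as strong as those of hits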
MKP-3 inhibition: MKP-3 phosphatase inhibitors, primary screen, biochemical, rat enzyme, in vitro (AID 425); recombinant MKP-3 phosphatase activity, fluorescence; higher % means a stronger effect; one-dose inhibition, % at 20 µM; IC50 in µM for titrated hits; 0.17% of 110,000 active; in the data active = inhibition above about 50%;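 also: plate controls were vehicle for no effect and reference inhibitor for full effect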
* hit, by the source's call; . = no result given; & = joins results of further samples.

Values in the order – Hsp70 inhibitors, MKP-3 inhibition
CCn1c(C)c2c(C)nnc(C)c2c1C
→ -1.7%, -11%
O=C(O)CCN(CCC(=O)O)c1nnc(SCc2ccccc2)s1
→ 1.9%, -5%
Cc1c(NC(C)c2ccccc2O)c(=O)n(-c2ccccc2)n1C (stereo not drawn)
→ 2.3%, .
CCc1ccc(C(=O)NC(CC(C)C)C(=O)O)cc1 (stereo not drawn)
→ -3.3%, .
CC1(C)Cc2nc3n[nH]c(N)c3cc2CO1
→ 1.9%, -11%
O=C(Oc1ccccc1)c1ccc(COC(=O)c2cnccn2)cc1
→ -2.6%, -6%
O=C(N/N=C\c1ccc(Cl)cc1Cl)c1cncc(Br)c1
→ -1.7%, 0%
O=C1CN(CC(=O)Nc2ccc(Cl)cc2)CCN1
→ -4.8%, .
CCOc1ccc(C(=O)Nc2cccc3nsnc23)cc1Br
→ 2.4%, 0%
CCCCN(c1ccccc1)S(=O)(=O)c1ccc2c(c1)CCN2C(=O)CCC(=O)O
→ -0.2%, -7%
CC(C)OC(=O)C1C(=O)CC(C)(O)C(C(=O)OC(C)C)C1c1ccc(Cl)cc1 (stereo not drawn)
→ 2.3%, -3%
Brc1ccc(-c2cnnc(N3CCCC3)n2)cc1
→ -0.5%, 2%
Cn1c(=O)c2cc(S(=O)(=O)NCCC(=O)NC3CCCCCC3)ccc2n(C)c1=O
→ 7.0%, .
CCCCS(=O)CC(CS(=O)CCCC)OC(=O)c1ccccc1 (stereo not drawn)
→ 1.9%, 1%
Cc1c(C(=O)O)oc2c1C(O)CC(C)(C)C2 (stereo not drawn)
→ -0.5%&-2.9%, -3%
NC(=O)c1ccccc1NC(=O)c1cccc(I)c1
→ 2.2%, 2%
O=C1c2[nH]nc(-c3ccccc3O)c2C(c2cccc(Cl)c2)N1Cc1ccco1 (stereo not drawn)
→ 6.1%, -4%
CCCCOC(=O)Cn1c2ccc(OC)cc2c2nc3ccccc3nc21
→ 20%, .
CC1CN(S(=O)(=O)c2cn(C)c(=O)n(C)c2=O)CC(C)O1 (stereo not drawn)
→ -4.0%, 5%
O=C(c1ccccc1Cl)N1CCCC(c2nc3c(nnn3Cc3ccccc3)c(=O)[nH]2)C1 (stereo not drawn)
→ 5.3%, -6%

Look-ups from the entries so far:
O=C1CN(CC(=O)Nc2ccc(Cl)cc2)CCN1 | Hsp70 inhibitors: -4.8%
O=C(O)CCN(CCC(=O)O)c1nnc(SCc2ccccc2)s1 | MKP-3 inhibition: -5%

More records:
Values in the order – Hsp70 inhibitors, MKP-3 inhibition
COc1cccc2sc(NC(=O)c3ccc(C)cc3)nc12
→ 0.2%, 4%
Cc1ccc2c(c1)-c1c(cnn1CC(=O)N(CCC#N)c1ccccc1)CO2
→ 2.0%, 11%
CC(C)(C)c1ccc(OCC(=O)NCCN2CCCC2)cc1
→ 0.4%, .
Cc1ccc(-c2ccccc2NC(=O)CCl)o1
→ 4.3%, .
COc1cc(OC)c(C=C2C(=O)NC(=O)NC2=O)cc1Br
→ 3.8%, 3%
C=CCN1C(=O)/C(=C\c2ccc(-c3cc(Cl)ccc3Cl)o2)SC1=S
→ -3.4%, -2%
CCOC(=O)C1CCN(C(=O)Nc2ccc(NC(=O)C3CCN(C(=O)OCC)CC3)cc2)CC1
→ 3.1%, 2%
CN(C)c1ccc(C(=O)Nc2ccc(S(N)(=O)=O)cc2)cc1
→ -2.5%, 1%
C#CCOc1c(Br)cc(/C=N/O)cc1OCC
→ -2.6%, .
O=C(O)c1ccc(NCc2ccncc2)cc1
→ 3.3%, .
COC(=O)c1c(C)oc2ccc(OCC(=O)c3ccccc3)cc12
→ 3.4%, 3%
N#CC1=C(N)N(c2ccccc2C#N)C2=C(C(=O)CCC2)C1c1ccsc1 (stereo not drawn)
→ 5.1%, 3%
O=C(Nc1ccn(C2CC(OC(=O)c3ccccc3)C(CO)O2)c(=O)n1)c1ccccc1 (stereo not drawn)
→ 0.8%, -18%
Cc1cccc(-n2c(C)cc(/C=C3/SC(=S)NC3=O)c2C)c1
→ -15%, 4%
CCNC(=O)/C=C/c1cn(-c2ccccc2)nc1-c1ccccc1
→ 4.8%, 5%
COc1ccc(C2CC(c3ccccc3)n3nc(NC(=O)c4cccs4)nc3N2)cc1 (stereo not drawn)
→ -5.1%, -11%
COc1cc(NC(=O)Cn2ncc3c2-c2ccccc2OC3)cc(OC)c1OC
→ 3.3%, -6%
COc1ccc(C(=O)NC(c2ccc(OC)cc2)c2ccc(OC)cc2)cc1
→ 2.5%, 7%
CCCS(=O)(=O)N1CCC(C(=O)NCCc2ccccc2)CC1
→ -1.3%, -9%
Cc1ccnc(SCCn2c(N3CCOCC3)nc3c2c(=O)[nH]c(=O)n3C)n1
→ 8.7%, .

Among those listed so far, these contain a COOH group.
Values in the order – Hsp70 inhibitors, MKP-3 inhibition
O=C(O)CCN(CCC(=O)O)c1nnc(SCc2ccccc2)s1
→ 1.9%, -5%
CCc1ccc(C(=O)NC(CC(C)C)C(=O)O)cc1 (stereo not drawn)
→ -3.3%, .
CCCCN(c1ccccc1)S(=O)(=O)c1ccc2c(c1)CCN2C(=O)CCC(=O)O
→ -0.2%, -7%
Cc1c(C(=O)O)oc2c1C(O)CC(C)(C)C2 (stereo not drawn)
→ -0.5%&-2.9%, -3%
O=C(O)c1ccc(NCc2ccncc2)cc1
→ 3.3%, .

The listing picks up, starting 3 compounds before the break.
Values in the order – Hsp70 inhibitors, MKP-3 inhibition
COc1ccc(C(=O)NC(c2ccc(OC)cc2)c2ccc(OC)cc2)cc1
→ 2.5%, 7%
CCCS(=O)(=O)N1CCC(C(=O)NCCc2ccccc2)CC1
→ -1.3%, -9%
Cc1ccnc(SCCn2c(N3CCOCC3)nc3c2c(=O)[nH]c(=O)n3C)n1
→ 8.7%, .
COCCOC(=O)c1c(C)oc2ccc(OCc3cc(C)ccc3C)cc12
→ -3.5%, 3%
O=[n+]1cc(-c2ccc(Br)cc2)n([O-])c2c1CCC2
→ 3.0%, -8%
CCOc1cc(C)nc(N2CCCC(C(=O)NCc3ccccc3F)C2)n1 (stereo not drawn)
→ -0.3%, -10%
COc1ccc(CCN2C(=O)CSC2c2cccc([N+](=O)[O-])c2)cc1OC (stereo not drawn)
→ 2.5%, 4%
Nc1nc(NCc2ccco2)nn1-c1ccccc1
→ -2.9%, -8%
O=C1C(=O)N(c2nc3ccccc3s2)C(c2ccccc2F)/C1=C(/O)c1ccccc1 (stereo not drawn)
→ -1.5%, -3%
O=C(O)CCN(CCC(=O)O)c1ccccc1
→ 5.1%, 4%
COCCCn1c(-c2ccc(Cl)cc2)n[nH]c1=S
→ 4.2%, .
C=C(C)CSc1nnc(-c2cccc(S(=O)(=O)N(C)C)c2)n1-c1cc(OC)ccc1OC
→ 3.0%, 2%
CN1CCN(S(=O)(=O)c2ccc(-c3noc(C4CCN(S(C)(=O)=O)CC4)n3)cc2)CC1
→ -2.3%, -4%
Cc1ccc(C)c(NC(=S)Nc2ccc(F)cc2)c1
→ -2.5%, 1%
N#C/C(=C1\CCCN1)c1nc2ccccc2c(=O)[nH]1
→ 3.0%, -3%
O=C(NN1C(=O)/C(=C/c2ccc(Cl)cc2)SC1=S)c1cccc(O)c1
→ -3.6%, 1%
CC(Oc1ccc(Cl)cc1Cl)C(=O)Nc1ccc2oc(-c3ccncc3)nc2c1 (stereo not drawn)
→ -6.5%, -2%
O=C1c2cccc3cccc(c23)C(=O)N1CCS(=O)(=O)OCC(F)(F)F
→ 1.2%, 4%
Cc1c(Cl)cccc1-c1ccc(C(=O)Nc2nccs2)o1
→ -2.4%, -3%
CC(=O)NCCN=C(C)c1sc2ccccc2c1O
→ -4.0%, 0%
CCOC(=O)C1CCN(Cc2ccc(C(=O)OC)cc2)CC1
→ -1.7%, -7%
CCCCN1C(=O)N(C)C2NC(=O)NC21 (stereo not drawn)
→ 5.0%, .
CCOc1ccc2cc(/C=N/Nc3nc(-c4ccccc4)c4cc(Cl)ccc4n3)c(=O)[nH]c2c1
→ -2.8%, 12%

Brought forward from above: 2 compounds; new compounds follow.
Values in the order – Hsp70 inhibitors, MKP-3 inhibition
CCCCN1C(=O)N(C)C2NC(=O)NC21 (stereo not drawn)
→ 5.0%, .
CCOc1ccc2cc(/C=N/Nc3nc(-c4ccccc4)c4cc(Cl)ccc4n3)c(=O)[nH]c2c1
→ -2.8%, 12%
CN(C(=O)Cn1c(=O)n(CCCCC(=O)NC2CCCC2)c(=O)c2ccccc21)C1CCCCC1
→ -3.1%, 0%
Cc1cc(C)n2cc(CSc3nnnn3-c3ccc(Cl)cc3)nc2n1
→ -1.2%, -6%
O=C1NC(=S)N(c2ccc(Cl)cc2)C(=O)/C1=C/c1ccc(Oc2ccc([N+](=O)[O-])cn2)cc1
→ 2.6%, 2%
COCCOC(=O)C1=C(C)NC(=S)NC1c1ccc(Cl)cc1 (stereo not drawn)
→ -1.3%, 2%
O=C(NC1CCCC1)C(c1ccccc1)N(Cc1ccc2c(c1)OCO2)C(=O)Cc1cccs1 (stereo not drawn)
→ -0.8%, .
COc1ccccc1Nc1nc(C(F)(F)F)c(-c2ccccc2)s1
→ -1.1%, 0%
O=C(Nc1ccc(/C=C/C(=O)c2cccs2)cc1)c1ccc(Br)cc1
→ 1.8%, -3%
CC1(C)CC(Cc2ccccc2)(C(=O)O)CCO1 (stereo not drawn)
→ 2.6%, 0%
CC1Cc2ccccc2N1C(=O)COc1nc2ccccc2nc1N1CCOCC1 (stereo not drawn)
→ -6.7%, -8%
COc1ccc(S(=O)(=O)NNC(=O)C(=O)Nc2ccccn2)cc1
→ 1.6%, 2%
COc1ccc(-c2csc(C3=C(O)CN(Cc4ccc(S(N)(=O)=O)cc4)C3=N)n2)cc1OC
→ 4.1%, 6%
NC(=O)c1ccc(NC(=O)C2COc3ccccc3O2)cc1 (stereo not drawn)
→ -3.1%, 3%
CCOC(=O)C1CCN(C(=O)C2c3ccccc3C(=O)N(C)C2c2ccc(OC)cc2)CC1 (stereo not drawn)
→ 0.8%, 8%
CCOC(=O)N1CCN(C(=O)c2cn(CCOC)c(=O)c3c2c2ccccc2n3C)CC1
→ -0.5%, 1%
Cc1ccc(C(=O)CC(C(=O)O)c2cn(CCC#N)c3ccccc23)cc1 (stereo not drawn)
→ -2.5%, -10%
O=C(CN1C2CCCC1CC(NC(=O)c1ccccc1)C2)Nc1nccs1 (stereo not drawn)
→ 2.1%, .
COc1cc(OC)c(OC)cc1CN1CCN(Cc2ccccn2)CC1
→ -3.1%, 3%
O=C(NCCN1CCOCC1)c1ccc2c(c1)N(Cc1ccccc1)CCS2
→ 1.8%, -9%
Cc1ccc(CNC(=O)CSCC(=O)O)cc1
→ 4.1%, .
O=C(/C=C/c1ccccc1)OCCN=C1NS(=O)(=O)c2ccccc21
→ 3.2%, 0%
Cc1nc(S(=O)(=O)N(C)Cc2ccccc2)c(C#N)c(C)c1Cl
→ -0.1%, -12%
COC(=O)c1ccccc1NC(=O)CN1C(=O)C2CCCN2c2ncc(Cl)cc21 (stereo not drawn)
→ -37%, 1%
Cn1c(=O)c2c(-c3ccncc3)c3c(nc2n(C)c1=O)-c1ccccc1C3=O
→ 7.6%, 2%
O=C(O)c1cc(-c2cn[nH]c2-c2ccccc2)nc2ccc3ccccc3c12
→ -5.4%, 5%
CC1=C(C(=O)OC2CCCCC2)C(c2ccccc2[N+](=O)[O-])C2=C(CCCC2=O)N1 (stereo not drawn)
→ -0.1%, 0%
CCOC(=O)C1CCCN(C(=O)c2cc(=O)c3ccccc3o2)C1 (stereo not drawn)
→ 3.0%, 2%
CCN(CC)c1ccc(NC(=O)c2cccc(OC)c2)c(C)c1
→ -2.3%, -7%
Cc1c2cccn2cc[n+]1C
→ 3.3%, -10%
CCOc1cc(/C=N/N=C(\N)c2nonc2N)cc(Br)c1OCc1cccc2ccccc12
→ 5.4%, .
Cc1ccc(S(=O)(=O)NC(=O)c2ccccc2)cc1C(C)C
→ -1.3%, 2%
CC(=O)N1CCc2cc(NS(=O)(=O)c3cccs3)ccc21
→ 2.3%, -5%
CN(Cc1ccc(-n2cccn2)cc1)C(=O)c1cnn2c1NC(c1ccco1)CC2C(F)(F)F (stereo not drawn)
→ -4.8%, -6%
Cc1c(Cl)c(C(F)(F)F)nn1CC(=O)Nc1ccc(F)cc1F
→ -4.8%, -1%
C=CCOC(=O)C1=C(C)NC(C)=C(C(=O)OCC=C)C1c1ccc(OC)cc1
→ -5.0%, 6%
CC(C)OC(=O)C(NC(=O)c1ccccc1)=C1CCCCC1
→ 7.1%, -3%
CCOC(=O)C1CCCN(C(=O)c2cc3ncc(Br)cn3n2)C1 (stereo not drawn)
→ 3.6%, -10%
CCCC1(C(=O)OCC)NC(c2ccc(N(C)C)cc2)C2C(=O)N(c3ccc(F)cc3)C(=O)C21 (stereo not drawn)
→ 8.5%, 3%
CC1(C)CC(=O)C2=C(C1)Nc1ccccc1NC2c1ccccn1 (stereo not drawn)
→ 3.6%, -10%
COc1ccc(N2C(=O)C3C(C2=O)N2C(c4ccco4)C4C(=O)N(c5ccc(OC)cc5)C(=O)C4N2C3c2ccco2)cc1 (stereo not drawn)
→ 2.1%, -2%
CCOc1cc2oc(=O)cc(C)c2cc1CC
→ -3.4%, 4%
C=CCN1C(=O)/C(=C\c2ccc(OC)cc2)SC1=Nc1ccccc1
→ -0.9%, -4%
O=C(c1ccc([N+](=O)[O-])cc1)N1CCN(c2cccc(Cl)c2)CC1
→ 2.4%, -1%
COCCCNC(=S)NNC(=O)c1cccnc1
→ 0.3%, .
O=C(NCCCNC(=O)c1cccs1)c1cccs1
→ -3.9%, 6%
CCC(CO)N=Cc1c(O)n(-c2c(Cl)cccc2Cl)c2ccccc12 (stereo not drawn)
→ 1.8%, 2%
O=C(NCc1ccc2c(c1)OCO2)c1nnc(Cc2ccc(Cl)cc2)o1
→ -1.1%, -2%
O=[N+]([O-])c1cccc(C2=Nc3ccccc3NC(c3ccccc3)C2)c1 (stereo not drawn)
→ -0.7%, 6%

Some of the compounds tested (hit frequency here may not be typical).
